# Screening data (PubChem)
# SENP7 block = SENP7 protease inhibitors, primary screen, biochemical, luminescence, uHTS. Sentrin-specific protease 7 (Homo sapiens), Q9BQF6. recombinant SENP7, Z-RLRGG-aminoluciferin luminescence, 40 min. inhibition, % at 5 µM. 330,000 compounds, 1.5% hits. AID 434973, 2010;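 active = inhibition above about 50% at the single test dose, limit read from the data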;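 also: plate controls were DMSO with enzyme for no effect and no enzyme buffer wells for full effect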
# SENP8 block = human SENP8 protease inhibitors, primary screen, biochemical, fluorescence, Nedd8 protein substrate, uHTS. Sentrin-specific protease 8 (Homo sapiens), Q96LD8. inhibition, % at 20 µM. recombinant SENP8. AID 602440, 2012. 360,000 compounds, 0.64% hits; in the data active = inhibition mostly above about 40%, no sharp cut-off; inactive = mostly below about 27%
# Target sequence (Q96LD8 whole entry, looked up): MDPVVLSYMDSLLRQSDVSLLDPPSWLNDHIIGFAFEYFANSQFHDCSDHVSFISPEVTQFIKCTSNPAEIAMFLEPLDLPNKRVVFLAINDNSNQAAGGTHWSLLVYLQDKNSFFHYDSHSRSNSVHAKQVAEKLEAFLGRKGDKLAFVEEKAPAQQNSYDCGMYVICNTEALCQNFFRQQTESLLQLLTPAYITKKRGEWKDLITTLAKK
# NR3A LBD binder = binders of NR3A ligand-binding domain, primary screen, biophysical, differential scanning fluorimetry, uHTS. NR3A LBD differential scanning fluorimetry, Tm shift; 0% = protein alone, 100% = glycine-bound protein. Tm shift relative to glycine control, % at 25 µM. 340,000 compounds, 2.5% hits. AID 1259313, 2017;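 active = melting temperature shift of at least 10% of the positive control shift, at one fixed dose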
# MPTP block = mitochondrial permeability transition pore inhibitors, primary screen, biochemical, isolated mouse mitochondria, absorbance; Ca2+ swelling absorbance, 30 min; inhibition, % at 10 µM; 360,000 compounds, 1.4% hits; AID 602449, 2012;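 active = inhibition of 50% or more, scaled per plate between neutral and stimulator controls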;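 also: 0% = DMSO wells given calcium and 100% = 1 mM EGTA wells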
# PfGluPho inh = PfG6PD enzyme inhibitors, primary screen, biochemical, fluorescence intensity, uHTS; PfGluPho enzyme, NADPH resazurin-diaphorase fluorescence; 350,000 compounds, 0.78% hits; inhibition, % at 20 µM;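 active = inhibition reaching at least a set limit at 20 µM in the primary screen, cut at about 59% in these data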;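 also: 0% = DMSO wells with substrate and 100% = DMSO wells lacking glucose-6-phosphate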
# SENP6 block = SENP6 protease inhibitors, primary screen, biochemical, luminescence, uHTS | Sentrin-specific protease 6 (Homo sapiens), Q9GZR1 | Recombinant SENP6 catalytic domain, aminoluciferin luminescence | inhibition, % at 10 µM | 330,000 compounds, 1.8% hits | AID 2599, 2010;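 active = inhibition above about 50% at the single tested dose, limit read from the data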;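 also: plate controls were DMSO wells with enzyme for no effect and DMSO wells lacking enzyme for full effect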
# ATG4B inh = ATG4B protease inhibitors, primary screen, biochemical, fluorescence, uHTS. Cysteine protease ATG4B (Homo sapiens), Q9Y4P1. ATG4B cleavage of LC3-PLA2, NBD-HPC fluorescence, 1 h. inhibition, % at 8.33 µM. 340,000 compounds, 0.51% hits. AID 504462, 2011; in the data active = inhibition above about 40%
# Target sequence (Q9Y4P1 whole entry, looked up): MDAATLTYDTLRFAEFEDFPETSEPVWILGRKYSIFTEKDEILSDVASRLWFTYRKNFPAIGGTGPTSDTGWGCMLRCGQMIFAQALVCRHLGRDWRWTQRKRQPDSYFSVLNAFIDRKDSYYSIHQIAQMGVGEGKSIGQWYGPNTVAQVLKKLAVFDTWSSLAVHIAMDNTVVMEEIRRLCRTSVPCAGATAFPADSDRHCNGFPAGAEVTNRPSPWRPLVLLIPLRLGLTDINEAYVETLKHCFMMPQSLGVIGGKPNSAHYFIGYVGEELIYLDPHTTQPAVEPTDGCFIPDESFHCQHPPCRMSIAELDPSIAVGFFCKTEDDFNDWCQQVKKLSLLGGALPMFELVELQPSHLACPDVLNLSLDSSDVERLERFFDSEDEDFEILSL
# HKDC1 inhibitor = HKDC1 hexokinase inhibitors, primary screen, biochemical, fluorescence, uHTS | recombinant HKDC1, G6PDH/diaphorase resazurin coupled fluorescence | inhibition, % at 20 µM | Q2TB90 | 340,000 compounds, 0.16% hits;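 active = inhibition above about 35% when tested at 20 µM, limit read from the data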;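 also: plate controls were DMSO wells with enzyme for no effect and DMSO wells lacking enzyme for full effect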
#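 Incubation: 90 min at room temperature in dark / Material: recombinant HKDC1 (HK5) hexokinase enzyme, produced in-house / Quantity: enzyme 5 µg/mL final / Compound: one dose of 20 µM, 1% DMSO / Reagent: glucose and ATP substrates / Buffer or medium: Tris pH 8.0 buffer with MgCl2, Tween-20, BSA, BME / Technique: resorufin fluorescence at 613 nm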
# * hit, by the source's call.
SMILES,SENP7 block,SENP8 block,NR3A LBD binder,MPTP block,PfGluPho inh,SENP6 block,ATG4B inh,HKDC1 inhibitor
COc1cc(NC(=O)c2cccc(NC3=NC4CS(=O)(=O)CC4S3)c2)cc(OC)c1OC (stereo not drawn),-4,14,-1,-1.9,7,15,-10,-2
c1ccc(OCc2nn3c(-c4cccnc4)nnc3s2)cc1,-5,26,-1,2.2,-10,-12,-1,7
CCOc1ccc(S(=O)(=O)Nc2ccc(C(=O)N/N=C/c3c(C)nn(-c4ccccc4)c3N3CCCC3)cc2)cc1,-8,-116,5,0.8,2,-3,-10,-4
Cc1ccc(CNC(=O)CCCC(=O)c2ccccc2)cc1,-2,21,0,0.1,-10,0,1,0
Cc1ccc(C2=Nc3ccccc3N=C(c3ccco3)C2)c(O)c1,-6,-275,2,-3.6,-14,-10,-1,7
CN(C(=O)c1ccc(NC(=O)Cc2cccc(NC(=O)C3CCN(C(=O)CCc4ccccc4)CC3)c2)cc1)C1CCCC1,0,11,1,1.6,-18,1,-19,-2
Cc1cnc(C(=O)OCC(=O)Nc2cccc(C)c2C)cn1,-5,2,0,0.9,-16,-2,6,-3
O=C(NCc1ccccn1)c1cc2ccccc2oc1=O,9,-226,1,-1.2,7,-36,-14,-1
COCC(C)NCc1cccc(C)c1 (stereo not drawn),-5,23,-1,-1.4,-11,-17,-11,-4
CCC(CC)C(=O)OCC(=O)Nc1cccc([N+](=O)[O-])c1,-1,7,2,3.6,-3,4,12,14
O=C(NCc1ccco1)c1ccc(C(F)(F)F)cc1,1,3,0,1.7,1,5,2,7
CCCCCC(=O)Nc1ccc(-c2csc(C)n2)cc1,-2,6,-11,3.6,-2,10,-3,-1
CCOc1ccc(CSC(=N)N)cc1[N+](=O)[O-],-11,19,1,4.1,16,-10,-3,1
COc1ccc(CCNc2nc(-c3ccccn3)cs2)cc1OC,9,-66,2,1.5,23,-18,-7,-1
COc1cc(Cl)c(C)cc1NC(=O)CNC(=O)Cn1cnc2ccccc2c1=O,1,7,2,-2.7,-1,7,-9,-9
COc1cccc(-c2csc3nnc(SCC(=O)c4ccc(NC(C)=O)cc4)n23)c1,2,11,1,-1.6,2,6,3,6
Cc1nc2sc3c(=O)[nH]nnc3c2c(C)c1Br,-11,13,2,0.5,-9,-2,3,12
Cc1c(NC(=S)N2CCN(c3cccc(Cl)c3)CC2)c(=O)n(-c2ccccc2)n1C,-1,1,-2,0.6,-2,-8,-14,14
O=C(CCc1c[nH]c2ccccc12)Nc1ncccc1O,-2,-8,1,-1.8,9,-17,0,-1
COc1ccccc1CCC(=O)OCC(=O)NC1CC1,12,1,2,0.2,5,-10,-2,2
CC(=O)NCc1nc2ccccc2n1C(C)C,3,4,1,1.7,-13,-6,-4,3
COc1ccccc1N(CN1C(=O)c2ccccc2C1=O)C(=O)c1cccc(C)c1,-6,4,-2,1.3,19,-9,3,-8
COC(=O)c1c(C)[nH]c(C(=O)/C=C/c2ccccc2F)c1C,-5,6,2,3.0,-12,9,-9,-9
CCCCc1ncc(CN2CCC(n3nccc3NC(=O)C(OC)c3ccccc3)CC2)[nH]1 (stereo not drawn),7,-4,2,-1.9,1,0,16,-4
O=C(NC1=NCCS1)C1Cc2ccccc2CN1C(=O)c1ccccc1 (stereo not drawn),1,0,-1,-0.3,28,-3,-11,2

# Some of the entries so far, with values under each structure.
# Results follow in this order: SENP7 block	SENP8 block	NR3A LBD binder	MPTP block	PfGluPho inh	SENP6 block	ATG4B inh	HKDC1 inhibitor
> O=C(NC1=NCCS1)C1Cc2ccccc2CN1C(=O)c1ccccc1 (stereo not drawn)
  1	0	-1	-0.3	28	-3	-11	2
> O=C(NCc1ccco1)c1ccc(C(F)(F)F)cc1
  1	3	0	1.7	1	5	2	7
> CCCCCC(=O)Nc1ccc(-c2csc(C)n2)cc1
  -2	6	-11	3.6	-2	10	-3	-1
> COc1cc(NC(=O)c2cccc(NC3=NC4CS(=O)(=O)CC4S3)c2)cc(OC)c1OC (stereo not drawn)
  -4	14	-1	-1.9	7	15	-10	-2

# Next section
SMILES,SENP7 block,SENP8 block,NR3A LBD binder,MPTP block,PfGluPho inh,SENP6 block,ATG4B inh,HKDC1 inhibitor
CN1C(=O)N(C)C2C1NC(=O)N2C (stereo not drawn),-1,26,-1,0.9,-14,-15,-6,-9
CC(=O)Oc1ccc(C(=O)Nc2ccccc2C(=O)N2CCCCC2)cc1,-5,1,0,-3.2,-5,-8,0,-3
CC1=C([N+](=O)[O-])C(c2ccc(Cl)cc2)NC(=O)N1 (stereo not drawn),9,15,-2,0.1,-18,18,-1,3
Cc1cccc(-c2noc(-c3c(C)noc3C)n2)c1,48,26,1,0.6,-9,71*,11,0
COc1ccc2nc(C)cc(SCC(=O)N/N=C/c3ccco3)c2c1,7,-14,-3,-0.7,-3,-3,1,7
Cn1c2ccccc2c2cnn(CC(=O)Nc3ccc(Cl)cc3)c(=O)c21,-2,-10,-1,3.1,3,-4,-10,-3

# A second format for 4 compounds above.
canonical_smiles | SENP7 block | SENP8 block | NR3A LBD binder | MPTP block | PfGluPho inh | SENP6 block | ATG4B inh | HKDC1 inhibitor
COc1ccc2nc(C)cc(SCC(=O)N/N=C/c3ccco3)c2c1 | 7 | -14 | -3 | -0.7 | -3 | -3 | 1 | 7
CCCCc1ncc(CN2CCC(n3nccc3NC(=O)C(OC)c3ccccc3)CC2)[nH]1 (stereo not drawn) | 7 | -4 | 2 | -1.9 | 1 | 0 | 16 | -4
COc1cc(NC(=O)c2cccc(NC3=NC4CS(=O)(=O)CC4S3)c2)cc(OC)c1OC (stereo not drawn) | -4 | 14 | -1 | -1.9 | 7 | 15 | -10 | -2
CN(C(=O)c1ccc(NC(=O)Cc2cccc(NC(=O)C3CCN(C(=O)CCc4ccccc4)CC3)c2)cc1)C1CCCC1 | 0 | 11 | 1 | 1.6 | -18 | 1 | -19 | -2
